Compound activity: PubChem, National Center for Advancing Translational Sciences (NCATS)
POLI inh – blocks human DNA polymerase iota activity; AID 588590; Q9UNA4; 390,000 compounds, 1% hits; Potency, µM (highest dose often 115 µM), for inactives: top-dose activity, negative = inhibition, actives largely listed as inhibitors; Pol iota fluorescent replication assay, 10 min
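Pol iota at 10 nM preincubated 15 min with compounds at room temperature; reaction started with fluorescent substrate, 50 nM final. Fluorescence read kinetically at 0 and 10 min; buffer-only wells as negative control.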
Pol eta inh – blocks human DNA polymerase eta activity | recombinant Pol eta, fluorescent DNA replication assay | Q9Y253 | 390,000 compounds, 1.2% hits | Potency, µM (top dose mostly 114 µM), for the others: top-dose activity change, negative = inhibition, usual class: inhibitors; also: % is scaled to controls: 0 for no effect and ±100 for the full control effect
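Fluorescent replication assay: 50 nM final substrate added after a 15 min room-temperature compound preincubation with 10 nM enzyme. Signal taken at 0 min and again at 10 min.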
Pol kappa inh – DNA polymerase kappa (human) inhibition; Potency, µM (titrated, usually from 107 µM), for inactives: at the highest dose activity, negative = inhibition, usual class: inhibitors; AID 588579; 400,000 compounds, 0.53% hits; purified Pol kappa, fluorescent DNA synthesis assay, 10 min; also: % is scaled to controls: 0 for no effect and ±100 for the full control effect
Target sequence (Q9UBT6 whole entry, looked up): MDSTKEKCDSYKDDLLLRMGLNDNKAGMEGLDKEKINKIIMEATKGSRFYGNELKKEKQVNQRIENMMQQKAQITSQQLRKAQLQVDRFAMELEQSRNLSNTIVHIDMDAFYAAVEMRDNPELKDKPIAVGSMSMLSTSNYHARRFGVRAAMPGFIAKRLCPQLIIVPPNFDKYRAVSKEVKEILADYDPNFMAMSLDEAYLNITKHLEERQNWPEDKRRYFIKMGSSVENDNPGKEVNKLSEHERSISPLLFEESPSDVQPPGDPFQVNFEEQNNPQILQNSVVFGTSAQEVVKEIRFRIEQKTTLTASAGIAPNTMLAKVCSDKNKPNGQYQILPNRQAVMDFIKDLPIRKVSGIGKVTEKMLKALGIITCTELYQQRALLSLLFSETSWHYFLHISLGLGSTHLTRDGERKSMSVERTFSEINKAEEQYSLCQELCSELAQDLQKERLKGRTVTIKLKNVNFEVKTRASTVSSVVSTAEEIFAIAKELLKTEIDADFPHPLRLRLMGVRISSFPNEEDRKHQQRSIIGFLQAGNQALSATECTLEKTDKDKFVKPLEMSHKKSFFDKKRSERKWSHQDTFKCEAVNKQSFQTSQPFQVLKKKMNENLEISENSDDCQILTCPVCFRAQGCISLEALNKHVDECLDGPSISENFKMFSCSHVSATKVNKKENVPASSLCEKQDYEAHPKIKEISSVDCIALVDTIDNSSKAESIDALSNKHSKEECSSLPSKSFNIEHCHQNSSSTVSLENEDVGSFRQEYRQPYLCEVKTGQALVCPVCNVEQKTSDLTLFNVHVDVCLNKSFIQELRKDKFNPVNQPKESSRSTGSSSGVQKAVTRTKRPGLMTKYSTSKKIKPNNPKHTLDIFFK
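10 nM Pol kappa preincubated 15 min at room temperature with compounds, then reaction started with substrate at 50 nM final. Fluorescence read kinetically at 0 and 10 min; buffer-only wells served as negative control.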
Numbers without * were called inactive; ? = inconclusive; [ ] = dose if it differs, or a comment. Calls follow the shape of the dose curve; as a rule, active = well fitted inhibition curve with a large enough effect; inconclusive = small, poorly fitted or top-dose-only effect, or another doubt; inactive = no such curve, though single readings can be large or run the other way. Potency is read from the fitted curve at half-maximal effect. Only part of the results is shown; the hit share may differ from the screen's.

SMILES | POLI inh | Pol eta inh | Pol kappa inh
CN1C(=O)C2C[C@@]3(Br)c4ccccc4N(OOSc4ccccc4)[C@H]3N2C(=O)[C@@H]1Cc1ccccc1 (stereo partly specified) | -9% | -12% | -15%
Cc1ccc(O)c(CN2CCC3CCC(C3)C2)c1 (stereo unspecified) | 66%[activator] | -18% | 1%
Cc1csc(NC(=O)C(Cl)c2ccccc2)n1 (stereo unspecified) (tested in a mixture with another compound) | ? | 29% | -18%
COC(=O)C1=C(c2cc3ccccc3o2)C[C@@H]2CC[C@H]1N2C(=O)N1CCC(O)CC1 | 25% | -10% | 14%
CN(CC#CCN1CCCC1)C(=O)c1cccc(Cl)c1 | 38%[activator] | -20% | 5%
CCCCCn1c(CN2CCN(C(=O)OCC)CC2)nc2c1c(=O)n(C)c(=O)n2C | 13% | 3% | 0%
CC1CC=CCC12C(=O)NC(=S)NC2=O (stereo unspecified) | 8% | -12% | -2%
c1cc(OCCN2CC2)ccn1 | -6% | -9% | -15%
c1cc2c(cc1NC1=NCCO1)CCCC2 | 14% | -11% | -3%
c1ccc(C(CN2CCCCC2)c2ccccc2)cc1 | 96%[activator] | -20% | -4%
CN(C)P(=O)(N(C)C)N1CC1 | 7% | -5% | -13%
Cc1ccc(S(=O)(=O)N2Cc3cnnn3-c3ccccc3C2C#N)cc1 (stereo unspecified) | -1% | -19% | 1%
c1ccc(-c2ccc3c(n2)CCCO3)cc1 | ? | -13% | 13%
Cc1cccc(C(O)(C(=O)O)c2ccccc2)c1 (stereo unspecified) | -26% | -19% | 0%
CCOC(=O)CC1c2ccccc2-n2nncc2CN1C (stereo unspecified) | -4% | -6% | 1%
Cc1ccc(N=Cc2c(O)n(-c3ccc(C)cc3)c(=O)[nH]c2=O)cc1 | 14% | -11% | -10%
O=C1NC(=O)C(=Cc2cccs2)C(=O)N1 | ? | -11% | -10%
O=C1NC(=O)C(=CCc2ccccc2)C(=O)N1 | ? | -3% | -19%
CC(=O)O[C@H]1CCC2C3CC[C@H]4[C@@H](O)[C@H](O)CC[C@]4(C)C3CC[C@@]21C (stereo partly specified) | -21% | -11% | 2%
N#C/C(=C\c1ccc(O)cc1)C(=O)O (tested in a mixture with another compound) | ? | -15% | -6%
O=C1NC(=O)C(Cc2ccccc2)C(=O)N1 | ? | -7% | -12%
Cc1ccnc(NC(=O)CCCc2ccc(N(CCCl)CCCl)cc2)n1 | 112%[activator] | -5% | -13%
O=C1CC=C2C3CC4N(CCC45c4cc(O)c(O)cc4N1C25)CC3=CCBr (stereo unspecified) | 40µM* | ? | ?
CC1CCCN1CCC(C(N)=O)(c1ccccc1)c1ccccc1 (stereo unspecified) | -15% | -7% | -11%
CC1CC(C)CC(C)C(O)C(C#N)=CC=CCC(C2CCCC2C(=O)O)OC(=O)CC(O)C(C)C1 (stereo unspecified) | 22% | -4% | -8%

Continued:
SMILES | POLI inh | Pol eta inh | Pol kappa inh
c1cc2c(cc1N1CCCCC1)C1CC2CCN1 (stereo unspecified) | 18% | -6% | -9%
Cc1nc2ccccc2c(=O)n1/N=C/c1cc(Br)cc(Br)c1O | ? | -7% | -31%
COC(=O)C1=C(c2cc3ccccc3o2)C[C@@H]2CC[C@H]1N2C(=O)NCc1ccc(F)cc1 | 3% | -20% | -2%
C=CC12CN(C)[C@@H]3C4CO[C@H](C[C@H]41)[C@]1(C(=O)Nc4ccccc41)[C@@H]32 (stereo partly specified) | 8% | -3% | 1%
CC1(C)NC(=S)C(C)(C)N1N=O | 7% | 2% | 1%
COc1cc2c(cc1OC)C13CCN4C=C5CCOC6CC(=O)N2C1C6C5CC43 (stereo unspecified) | -13% | -18% | -12%
CC12CCC(=O)C=C1CCC1C2C(O)CC2(C)C(O)CCC12 (stereo unspecified) | 11% | -8% | 4%
O=C(O)C1C2c3ccccc3C(=O)C1(C(=O)O)c1ccccc12 (stereo unspecified) | 18% | -23% | -3%
COc1ccc(Br)cc1CNCCc1ccc2c(c1)OCO2 | ? | -7% | -4%
CC(O)C1C=CC=CC(=O)OC2CC3OC4C5OC5(C)CCC4(COC(=O)C4OC4(C)C(O)CO1)C2(C)C31CO1 (stereo unspecified) | 10% | -3% | -13%
O=C(NN=Cc1ccc(N(CCCl)CCCl)cc1Cl)c1cccnc1 | -6% | -20% | -8%
Oc1ccc(CCN2CCCCC2)cc1 | 49%[activator] | -3% | -1%
COC(=O)C1=C(c2ccccc2)C[C@@H]2CC[C@H]1N2C(=O)NCc1ccco1 | -13% | -10% | -17%
O=P(Oc1ccc(Cl)cc1)(N1CC1)N1CC1 | 14% | -15% | 1%
COC(=O)C1C2c3ccccc3C(c3ccccc32)C1(C)C(=O)OC (stereo unspecified) | 5% | -2% | -14%
CC(C)CC1(CCc2ccccc2)C(=O)NC(=O)NC1=O | 6% | -17% | 2%
CCN1C(=O)NC(=O)C2(CCCC2)C1=O | 14% | -7% | -7%
C1=NCCc2c1[nH]c1ccccc21 | 43%[activator] | 3% | -15%
CCC1CN2CCc3cc(OC)c(OC)cc3C2CC1CC1NCCc2c1[nH]c1ccc(O)cc21 (stereo unspecified) | 11% | -28% | -10%
O=[N+]([O-])c1ccc(S(=O)(=O)NN=C2CCCCC2)cc1 | ? | -12% | -6%
OCC1OC(O)CC(O)C1O (stereo unspecified) | 31%[activator] | -17% | 5%
CCN1C[C@]2(COC)CC[C@H](O)[C@@]34C5C[C@@H]6[C@@H](OC)C[C@@](O)(C5[C@H]6O)[C@](O)([C@@H](OC)C23)[C@@H]14 (stereo partly specified) | 18% | -10% | 1%
CCOc1ccc(C=C2C(=O)NC(=S)NC2=O)cc1OCC | ? | 4% | -12%
c1ccc([C@@H]2CO2)cc1 | -4% | -6% | -12%
CN1CCCC1C(O)(c1ccccc1)c1ccccc1 (stereo unspecified) | -9%[58.9 µM] | -4% | -4%

Continued:
SMILES | POLI inh | Pol eta inh | Pol kappa inh
COC(=O)C1=C(c2cc3ccccc3o2)C[C@@H]2CC[C@H]1N2C(=O)NCCNC(C)=O | 18% | -19% | 11%
O=C(NCCCN1CC1)Nc1cccc2ccccc12 | -14% | ? | -13%
c1ccc(CCc2ccc3n2Cc2cnnn2-c2ccccc2-3)cc1 | 2% | -18% | 13%
N#CC1c2ccccc2-n2nncc2CN1Cc1cc(Cl)cc(Cl)c1 (stereo unspecified) | ? | -9% | -5%
S=P(N1CCCCCC1)(N1CC1)N1CC1 | 87%[activator] | -17% | -15%
CC1CN1P(=O)(Oc1ccccc1)N1CC1C (stereo unspecified) | 95%[activator] | -9% | -4%
O=C1NC(=S)NC(=O)C1c1ccccc1 | 8% | -5% | -7%
ClCCN(CCCl)c1ccc(C=Cc2ccncn2)cc1 | -24% | -15% | -10%
O=C1NC(=S)NC(=O)C1Cc1ccccc1 | -13% | -9% | -4%
CN1C(=O)CCC2(C)C1=CCC1C2CCC2(C)C1CCC2(C)O (stereo unspecified) | 9% | -9% | 3%
CN1CCCC1c1ccc(=O)[nH]c1 (stereo unspecified) | 16% | -18% | -8%
Cc1ccc(NC(=O)N2CC2)cc1NC(=O)N1CC1 | 96%[activator] | -10% | -2%
C[C@H]1[C@@H](OS(=O)(=O)O)C[C@@H]2C[C@H]([C@@H](O)c3cc(=O)[nH]c(=O)[nH]3)NC3=NC[C@H]1N32 | -14% | -5% | 17%
O=C(O)C1(Br)CC12c1ccccc1-c1ccccc12 (stereo unspecified) | -3% | ? | -5%
CC1CC(C)(O)CC(C(O)CC2CC(=O)NC(=O)C2)C1=O (stereo unspecified) | 17% | -15% | -10%
CSc1nc(C)c(Br)c(N2CC2)n1 | 26% | 6% | -8%
C(=NC1CCCCC1)c1c[nH]c2ccccc12 | 66%[activator] | -21% | -8%
C[N+](C)(C)CC1CCCc2ccccc2C1=O (stereo unspecified) | 5% | -9% | 2%
COc1cc(OC)c([C@H]2C=C(C)[C@H]3C[C@@H]2C3(C)C)c(OC)c1 | 44%[activator] | -2% | -3%
CNC1(c2ccc(F)cc2)CCCCC1 | 3% | -14% | -14%
O=C1C(=O)N(c2ccccc2)P(=O)(N(CCCl)CCCl)N1c1ccccc1 | 59%[activator] | -17% | -5%
COc1ccc2c(c1)C(NC(C)=O)CCc1cc(OC)c(OC)c(OC)c1-2 (stereo unspecified) | 3% | -10% | -17%
C[N+](C)(C)CC1CCCC1=O (stereo unspecified) | -5% | -19% | -15%
COC(=O)C1=C(c2cc3ccccc3s2)C[C@@H]2CC[C@H]1N2C(=O)NCCNC(C)=O | 2% | -1% | 3%
CC1(C)c2[nH]c3ccccc3c2C[C@@H]2C(=O)N(Cc3ccccc3F)C(=O)N21 | -13% | -13% | -4%

(continued)
SMILES | POLI inh | Pol eta inh | Pol kappa inh
CCC(=O)OC(Cc1ccccc1)(c1ccccc1)C(C)CN(C)C (stereo unspecified) | 23% | -14% | -1%
COC(=O)C1=C(c2ccc(S(C)(=O)=O)cc2)C[C@@H]2CC[C@H]1N2C(=O)NCC1CC1 | -7% | -2% | 8%
O=c1[nH]cnc2nc(-c3ccc(N(CCCl)CCCl)cc3)[nH]c12 | ? | -19% | 0%
COc1ccc(CN2Cc3cnnn3-c3ccccc3C2c2ccccc2)cc1 (stereo unspecified) | 5% | -12% | -12%
CN1Cc2ccccc2-n2nncc2C1 | -5% | 0% | -1%
CC12Cc3cn[nH]c3C=C1CCC1C2CCC2(C)C1CCC2(C)O (stereo unspecified) | 16% | -10% | -7%
COc1cccc(NP2(=O)OCC(C)([N+](=O)[O-])CO2)c1 (stereo unspecified) | 2% | -13% | -12%
CC12CCC3C(CCC4CC(=O)OCC43C)C1CCC2O (stereo unspecified) | 50%[activator] | -12% | -1%
S=P(NCCNP(=S)(N1CC1)N1CC1)(N1CC1)N1CC1 | 5% | -1% | -16%
CC(=O)C1(O)CCC2C3CCC4=C(Cl)C(=O)CCC4(C)C3CCC21C (stereo unspecified) | 24% | -11% | -23%

Copied from above for reference:
SMILES | POLI inh | Pol eta inh | Pol kappa inh
CN1C(=O)C2C[C@@]3(Br)c4ccccc4N(OOSc4ccccc4)[C@H]3N2C(=O)[C@@H]1Cc1ccccc1 (stereo partly specified) | -9% | -12% | -15%
Cc1ccc(O)c(CN2CCC3CCC(C3)C2)c1 (stereo unspecified) | 66%[activator] | -18% | 1%
Cc1csc(NC(=O)C(Cl)c2ccccc2)n1 (stereo unspecified) (tested in a mixture with another compound) | ? | 29% | -18%
COC(=O)C1=C(c2cc3ccccc3o2)C[C@@H]2CC[C@H]1N2C(=O)N1CCC(O)CC1 | 25% | -10% | 14%
CN(CC#CCN1CCCC1)C(=O)c1cccc(Cl)c1 | 38%[activator] | -20% | 5%
CCCCCn1c(CN2CCN(C(=O)OCC)CC2)nc2c1c(=O)n(C)c(=O)n2C | 13% | 3% | 0%
CC1CC=CCC12C(=O)NC(=S)NC2=O (stereo unspecified) | 8% | -12% | -2%
c1cc(OCCN2CC2)ccn1 | -6% | -9% | -15%
c1cc2c(cc1NC1=NCCO1)CCCC2 | 14% | -11% | -3%
c1ccc(C(CN2CCCCC2)c2ccccc2)cc1 | 96%[activator] | -20% | -4%
CN(C)P(=O)(N(C)C)N1CC1 | 7% | -5% | -13%
Cc1ccc(S(=O)(=O)N2Cc3cnnn3-c3ccccc3C2C#N)cc1 (stereo unspecified) | -1% | -19% | 1%
c1ccc(-c2ccc3c(n2)CCCO3)cc1 | ? | -13% | 13%
Cc1cccc(C(O)(C(=O)O)c2ccccc2)c1 (stereo unspecified) | -26% | -19% | 0%
CCOC(=O)CC1c2ccccc2-n2nncc2CN1C (stereo unspecified) | -4% | -6% | 1%
Cc1ccc(N=Cc2c(O)n(-c3ccc(C)cc3)c(=O)[nH]c2=O)cc1 | 14% | -11% | -10%
O=C1NC(=O)C(=Cc2cccs2)C(=O)N1 | ? | -11% | -10%
O=C1NC(=O)C(=CCc2ccccc2)C(=O)N1 | ? | -3% | -19%
CC(=O)O[C@H]1CCC2C3CC[C@H]4[C@@H](O)[C@H](O)CC[C@]4(C)C3CC[C@@]21C (stereo partly specified) | -21% | -11% | 2%
